HCMV inh – human cytomegalovirus inhibition. HFF cells, HCMV-luciferase reporter, 72 h; hits give low values. activity change, negative = inhibition, % at 57.5 µM. 410,000 tested, 4.5% active; in the data active = activity change below about -60%; inconclusive = no clear call, values can overlap the other calls; inactive = above about -39%
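Luciferase read-out from HCMV-luciferase-infected HFFs (MOI 1 PFU/cell) 72 h post infection at 37C; compounds added after 16 h cell attachment; activity normalized between buffer-only basal and Salinomycin (10uM) inhibitor controls.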
LmPK inh – inhibitors of Leishmania mexicana pyruvate kinase. Q27686. purified LmPK, Kinase-Glo ATP luminescence, 1 h. Potency, µM (titrated, usually from 57.5 µM), inactives show at the top dose activity change, negative = inhibition, usual class: inhibitors. 290,000 tested, 0.37% active; note: potency is the fitted concentration of half-maximal effect
Target sequence (Q27686 whole entry, looked up): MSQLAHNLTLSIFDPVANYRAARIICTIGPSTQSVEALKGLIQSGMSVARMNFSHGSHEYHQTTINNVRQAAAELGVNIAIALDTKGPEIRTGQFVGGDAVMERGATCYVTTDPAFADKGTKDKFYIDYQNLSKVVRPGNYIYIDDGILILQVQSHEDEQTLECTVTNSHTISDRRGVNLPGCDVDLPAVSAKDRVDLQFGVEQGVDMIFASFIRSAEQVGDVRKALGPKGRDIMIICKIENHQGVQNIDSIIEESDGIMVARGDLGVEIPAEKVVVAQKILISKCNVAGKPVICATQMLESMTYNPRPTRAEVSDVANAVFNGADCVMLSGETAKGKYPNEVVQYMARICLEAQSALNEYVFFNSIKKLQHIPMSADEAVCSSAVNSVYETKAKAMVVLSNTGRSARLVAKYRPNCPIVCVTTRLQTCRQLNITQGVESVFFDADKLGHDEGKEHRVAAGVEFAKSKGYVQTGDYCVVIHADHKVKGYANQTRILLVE
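Purified LmPK (0.1 nM) converted ADP (0.1 mM) to ATP with PEP (0.5 mM) in imidazole buffer pH 7.2 with KCl and MgCl2, 1 h at room temperature. ATP was read by Kinase-Glo luminescence; data normalized to uninhibited and no-enzyme controls.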
HCV inh – HCV inhibition | Potency, µM (titrated, usually from 41.8 µM), for the others: at the highest dose activity change, negative = inhibition, most hits filed as inhibitors | 340,000 tested, 3.4% active | Huh7.5.1 HCVcc-Cre infection, luciferase reporter, 44 h; note: potency is the fitted concentration of half-maximal effect
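Whole-lifecycle infectious HCVcc-Cre system; cells 1,000/well, compound then virus (~0.5 moi) added 4 h after plating, 44 h culture. Luciferase read 15 sec following 15 min substrate incubation, room temp.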
TbPYK inhibitor – T. brucei pyruvate kinase inhibition; Q57TT1; TbPYK enzyme, Kinase-Glo Plus ATP luminescence, 45 min; Potency, µM (titrated, usually from 76.8 µM), for the others: at the top dose activity, negative = inhibition, most hits filed as inhibitors; 410,000 tested, 0.12% active; AID 624173; note: potency is the fitted concentration of half-maximal effect; nearly all actives have a fitted effect of over 50% in size
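T. brucei PYK with substrate was exposed to pin-transferred compounds across a concentration series, then started with 130 uM ADP (final). After 45 min at room temperature, Kinase-Glo Plus luminescence was read, normalized and curve-fitted.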
AMA1-RON2 inh – inhibitors of Plasmodium falciparum AMA1-RON2 interaction | AID 720542 | 360,000 tested, 0.2% active | AlphaScreen AMA1-biotinylated RON2 peptide binding | Potency, µM (series often up to 58.2 µM), for inactives: at the highest dose activity change, negative = inhibition, actives largely listed as inhibitors;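 note: potency is the fitted concentration of half-maximal effect; 0% = vehicle wells and -100% = peptide control; nearly all actives have a fitted effect of over 45% in size; some results filed as inactive show a strong effect at the top dose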
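AMA1 (3D7) with his tag at 25 nM final met compounds first, then biotinylated RON2 peptide at 25 nM; detection used donor plus acceptor beads, 10 µg/mL apiece, read by AlphaScreen after 30 min at room temperature.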
AmpC detergent – AmpC beta-lactamase inhibition with detergent present; P00811; AmpC hydrolysis of nitrocefin, absorbance 480 nm, 0.01% Triton; Potency, µM (series often up to 114 µM), inactives show at the top dose activity change, negative = inhibition, usual class: inhibitors; 370,000 tested, 0.041% active; AID 485294;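 note: potency is the fitted concentration of half-maximal effect; 0% = no-compound wells and -100% = no-enzyme wells; nearly all actives have a fitted effect of over 25% in size; some results filed as inactive show a strong effect at the top dose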
Target sequence (P00811 whole entry, looked up): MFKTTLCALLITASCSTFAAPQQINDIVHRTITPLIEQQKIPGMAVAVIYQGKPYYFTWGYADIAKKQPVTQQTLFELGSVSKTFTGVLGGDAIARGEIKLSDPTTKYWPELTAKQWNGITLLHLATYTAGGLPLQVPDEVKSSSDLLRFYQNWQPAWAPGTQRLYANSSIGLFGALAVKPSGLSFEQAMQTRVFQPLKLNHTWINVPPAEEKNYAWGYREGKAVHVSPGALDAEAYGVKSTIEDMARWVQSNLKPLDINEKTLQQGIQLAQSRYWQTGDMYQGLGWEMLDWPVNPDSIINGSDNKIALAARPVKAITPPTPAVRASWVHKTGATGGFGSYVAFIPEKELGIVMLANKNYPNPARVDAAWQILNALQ
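20 mM phosphate pH 7.0 + 0.01% (detergent screen) or 0.0001% Triton X-100; 5.3 nM AmpC reagent; cpd preinc 15 min RT; nitrocefin (800 uM stock) to start; A480 q20 s × 4 min; Activity was normalised to no-enzyme and no-compound control wells.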
AmpC no deterg – inhibitors of E. coli AmpC beta-lactamase without detergent; P00811; AmpC nitrocefin hydrolysis, absorbance 480 nm, 0.0001% Triton; Potency, µM (doses to about 57.1 µM), for the others: top-dose activity change, negative = inhibition, usual class: inhibitors; 330,000 tested, 0.52% active; AID 485341;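 note: potency is the fitted concentration of half-maximal effect; plate controls were no compound for no effect and no enzyme for full effect; nearly all actives have a fitted effect of over 20% in size; some results filed as inactive show a strong effect at the top dose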
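AmpC (5.3 nM in the dispensed reagent) in 20 mM phosphate pH 7.0 with 0.01% (detergent screen) or 0.0001% Triton X-100 was preincubated with compounds for 15 min at room temperature. Nitrocefin was then added from an 800 uM solution, and hydrolysis was followed at 480 nm.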
* hit, by the source's call; ? = inconclusive; / = not tested or not shown; [ ] = remark or other dose. Unless noted, calls come from the whole dose curve; as a rule, active = well fitted curve in the direction sought with a large enough effect; inconclusive = small, poorly fitted or top-dose-only effect, or another doubt; inactive = no such curve, though single readings can be large; an effect the other way counts as inactive or inconclusive. Unless noted, % is set by controls: 0 for no effect and ±100 for the full control effect.

SMILES	HCMV inh	LmPK inh	HCV inh	TbPYK inhibitor	AMA1-RON2 inh	AmpC detergent	AmpC no deterg
O=C(COc1ncnc2cc([N+](=O)[O-])ccc12)NCc1ccc2c(c1)OCO2	-13	-5%	-3%	-1%	8%	-7%	-39%
CCOC(=O)C1=C(CP(=O)(c2ccccc2)c2ccccc2)NC(=O)NC1c1ccc(Cl)cc1 (stereo unspecified)	-38	2%	-6%	3%	-4%	0%	31%
Cc1cccc(N2CCN(C(=O)c3cccs3)CC2)c1C	3	-2%	-5%	-5%	-6%	?	-8%
COc1ccc(NC(=O)Cn2nnc(-c3ccccc3F)n2)cc1	-15	-1%	-18%	-5%	12%	-12%	-21%
COC(=O)C1=C(C(=O)c2ccc(C)cc2)C(c2ccc(O)c(OC)c2)n2nnnc2N1 (stereo unspecified)	4	2%	-8%	1%	-6%	?	-28%
O=C(c1ccccn1)N1N=C2/C(=C/c3ccc(F)cc3)CCCC2C1c1ccc(F)cc1 (stereo unspecified)	5	1%	-20%	-2%	10%	?	-1%
CC(C)C1Oc2ccccc2N(CC(=O)N2CCOCC2)C1=O (stereo unspecified)	?	-4%	11%	-3%	7%	3%	-5%
C/C(=N\NC(=O)c1cc(-c2ccc(C)s2)[nH]n1)c1ccncc1	-39	-1%	-2%	0%	20%	0%	-22%
CC(C)=NNc1cc([N+](=O)[O-])cc2c1C(=O)N(C)S2=O (stereo unspecified)	-24	6%	3%	-1%	-3%	-1%	-33%
CC(=O)Nc1sc2c(c1CN1CCN(c3ccccn3)CC1)CCCC2	-13	-4%	-14%	?	-10%	-8%	84%[activator]
COc1cc(NC(=O)c2cccc(C)c2)c(OC)cc1NC(=O)CN1CCCCC1	-8	-2%	?	4%	-28%	1%	118%[activator]
COc1ccc(C2=NOC3(CC(=O)N(c4ccc(F)cc4)C3=O)C2)c(OC)c1 (stereo unspecified)	-7	5%	-2%	-10%	-7%	?	-24%
O=C(c1ccccc1)c1ccc2ccccc2c1	-17	/	-5%	2%	28%	/	/
CCN(C(=O)COC(=O)c1cccc(-n2cnnn2)c1)C1CCCCC1	?	-1%	14%	3%	-19%	-11%	4%
CCN1C(=O)[C@H]2[C@@H](c3ccc(C(F)(F)F)cc3)N[C@]3(CCCN(Cc4ccc(Cl)cc4)C3=O)[C@H]2C1=O	-21	/	/	6%	-8%	/	/
CN(c1ccccc1)S(=O)(=O)c1cc(C(=O)N2CCN(c3ccccn3)CC2)ccc1Cl	-16	2%	?	-14%	-10%	1%	40%
Cc1nn(Cc2ccc(C(=O)NC3CCCCC3)o2)c(C)c1Br	-9	-7%	-22%	2%	-4%	2%	90%[activator]
O=C(c1ccccc1)c1ccc(O)c(O)c1O	-2	/	-6%	-5%	?	/	/
COc1ccc(-n2ccc3ccccc32)cc1	-20	-2%	4%	7%	66%[activator]	-1%	-31%
CC1CCCC(CC(=O)O)(CC(=O)O)C1 (stereo unspecified)	20	-2%	8%	-4%	10%	-6%	-16%
O=C(COC(=O)c1ccccc1Br)NCC1CCCO1 (stereo unspecified)	-3	/	4%	-4%	0%	/	-16%
CCOc1ccc(NC(=O)CC2C(=O)N(c3cccc(OC)c3)C(=O)N2C2CCCCC2)cc1 (stereo unspecified)	8	/	/	3%	/	2%	/
Cc1cccc(C)c1N1C(=O)c2ccccc2C1=O	-31	1%	1%	3%	-2%	-10%	-15%
Nc1nc(NCc2ccco2)nc(N2CCN(Cc3ccccc3)CC2)c1[N+](=O)[O-]	-28	4%	?	1%	-16%	-3%	-22%
CCOC(=O)c1sc(N2C(=O)C(O)=C(C(=O)c3ccco3)C2c2ccc(C)o2)nc1C (stereo unspecified)	-22	6%	10%	0%	19%	0%	-41%

3 entries from above, arranged by heavy-atom count, low to high:
SMILES	HCMV inh	LmPK inh	HCV inh	TbPYK inhibitor	AMA1-RON2 inh	AmpC detergent	AmpC no deterg
COc1ccc(-n2ccc3ccccc32)cc1	-20	-2%	4%	7%	66%[activator]	-1%	-31%
Cc1cccc(C)c1N1C(=O)c2ccccc2C1=O	-31	1%	1%	3%	-2%	-10%	-15%
COC(=O)C1=C(C(=O)c2ccc(C)cc2)C(c2ccc(O)c(OC)c2)n2nnnc2N1 (stereo unspecified)	4	2%	-8%	1%	-6%	?	-28%

An excerpt from above with just HCV inh, HCMV inh and AMA1-RON2 inh.
| compound | HCV inh | HCMV inh | AMA1-RON2 inh |
| --- | --- | --- | --- |
| O=C(c1ccccc1)c1ccc2ccccc2c1 | -5% | -17 | 28% |
| CCN(C(=O)COC(=O)c1cccc(-n2cnnn2)c1)C1CCCCC1 | 14% | ? | -19% |

New compounds follow
SMILES	HCMV inh	LmPK inh	HCV inh	TbPYK inhibitor	AMA1-RON2 inh	AmpC detergent	AmpC no deterg
CCn1c(SCC(=O)Nc2cccc(NC(=O)c3cccs3)c2)nnc1-c1ccncc1	/	3%	2%	-4%	5%	-3%	-26%
O=C(O)c1ccc(N=Nc2c(O)[nH]c3ccc(Br)cc23)cc1	64	4%	9%	-9%	-9%	-5%	-19%
Cc1ccc(S(=O)(=O)N(CC(=O)N2CCC(C)CC2)c2ccccc2)cc1	-28	7%	19%	5%	13%	4%	135%[activator]
O=C(Nc1nc2c(Cl)ccc(Cl)c2s1)c1ccco1	14	6%	4%	4%	2%	?	-49%
CCCCNC(=O)c1c[nH]c2ccc(S(=O)(=O)N3CCOCC3)cc2c1=O	-22	-20%	?	0%	-11%	-17%	-3%
O=C(NCC1CCCO1)c1ccc(NC(=O)c2cc(F)c(F)cc2Cl)cc1 (stereo unspecified)	44	1%	-12%	2%	9%	-2%	1%
CC(=O)c1ccc(NC(=O)CN(c2c(C)cccc2C)S(C)(=O)=O)cc1	316	-1%	-3%	-3%	-3%	-13%	-3%
CC1CCN(C2=NC(=O)/C(=C/c3cn[nH]c3-c3ccccc3)S2)CC1	-2	0%	-3%	0%	12%[2.32 µM]	?	-30%
Cc1ccc(NC(=O)c2ccc(OCC3CCCO3)cc2)cc1Cl (stereo unspecified)	?	/	/	5%	-5%	/	/
CCN(C(=O)Cn1c([N+](=O)[O-])cnc1C)c1ccccc1	5	-5%	7%	1%	4%	-3%	-8%
CCOCCOc1cccc(C(=O)NC(c2ccccc2)C(C)C)c1 (stereo unspecified)	?	-1%	7%	-1%	8%	-4%	1%[2.29 µM]
Cc1[nH]c2ccccc2c1C(=O)C(=O)NCc1nnnn1-c1cccc(F)c1	-19	/	/	-1%	0%	/	/
COc1ccc2c(c1)SCC(=O)N2C	146	1%	12%	0%	-4%	-8%	0%
CC(C)(C)Cc1c(-c2ccccc2)nc2ccc(Cl)cn12	-5	/	/	4%	10%	/	/
CC1CCCCC1NC(=O)c1ccc(CNc2c(N3CCCC3)c(=O)c2=O)cc1 (stereo unspecified)	-10	-3%	?	1%	6%	-8%	?
O=C1N(Cc2ccccc2Cl)c2ccccc2C1(O)c1c[nH]c2ccccc12 (stereo unspecified)	-94*	/	/	0%	/	5%	/
COc1ccccc1CC(=O)Nc1cc(OC)c(NC(=O)c2ccccc2)cc1OC	?	0%	?	-1%	-3%	-8%	14%
CCc1ccc(CNC(=O)CSc2cc(=O)n(CC)c3ccccc23)cc1	11	/	/	-3%	/	4%	/
O=C(NC(c1ccc(F)cc1)c1ccc2ccccc2n1)C1CCN(CCOc2ccc(F)cc2)CC1 (stereo unspecified)	0	/	/	-4%	?	/	/
Cc1ccc(/C=C/c2nc3ccccc3n2S(=O)(=O)c2cccc(Cl)c2)cc1	-82*	/	/	-9%	/	1%	/
CC(=O)Nc1cccc(OCc2c(F)cccc2Cl)c1	-9	-8%	-20%	-2%	4%	4%	2%
O=C(CSc1nc2cc(Cl)ccc2s1)NC(=O)NCc1ccco1	-12	5%	-3%	2%	0%	-9%	-36%
CSCCOC(=O)C1=C(C)NC(=O)NC1c1ccc2c(c1)OCO2 (stereo unspecified)	-15	-3%	-1%	-3%	-4%	?	-11%
COC(=O)[C@]1(Cc2ccccc2)N[C@H](c2ccc(-c3ccccc3)cc2)[C@@H]2C(=O)N(C)C(=O)[C@@H]21	8	/	?	-1%	-11%	-7%	153%[activator]
O=C(c1cccc(Cl)c1)N1c2ncnn2C2(CCCCC2)[C@@H]2CCCC[C@@H]21	-2	/	/	0%	/	14%	/

Of the compounds above, these contain two or more sulfur atoms:
SMILES	HCMV inh	LmPK inh	HCV inh	TbPYK inhibitor	AMA1-RON2 inh	AmpC detergent	AmpC no deterg
CCn1c(SCC(=O)Nc2cccc(NC(=O)c3cccs3)c2)nnc1-c1ccncc1	/	3%	2%	-4%	5%	-3%	-26%
O=C(CSc1nc2cc(Cl)ccc2s1)NC(=O)NCc1ccco1	-12	5%	-3%	2%	0%	-9%	-36%

Continuation.
SMILES	HCMV inh	LmPK inh	HCV inh	TbPYK inhibitor	AMA1-RON2 inh	AmpC detergent	AmpC no deterg
CN(C)c1ccc(/C=N/NC(=O)C2CC2c2ccccc2)cc1 (stereo unspecified)	32	6%	-9%	-2%	-23%	0%	-16%
COc1ccc(S(=O)(=O)N2CCCCC2)cc1NC(=O)CNc1ccccc1C(C)=O	?	/	?	0%	-4%	-4%	-28%
CC(C)[C@H](NC(=O)NCc1ccco1)C(=O)O	-23	12%	-9%	0%	4%	?	-9%
Cn1cc(Cl)c(C(=O)N(Cc2ccccc2)c2ccccn2)n1	12	4%	-12%	1%	5%	?	1%
Cc1ccc(C(=O)Cn2nc(C(=O)O)c3ccccc3c2=O)cc1C	-12	-5%	16%	1%	6%	-4%	-22%
O=C(NN(C(=O)c1ccccc1)c1ccccc1)c1ccccc1	7	11%	11%	0%	31%[activator]	-7%	-28%
Cc1cccnc1NC(=O)Cn1c(=O)oc2ccccc21	5	-8%	21%	1%	0%	5%	93%[activator]
CCOc1ccc(-c2cc3nc(C4CCN(C(=O)OC(C)(C)C)CC4)c(C(=O)Nc4c(C)cccc4C)cn3n2)cc1	-18	/	/	-5%	/	8%	/
CC(=O)Nc1ccc(-c2ccc3nnc(C)n3n2)cc1	59	8%	10%	-6%	?	7%	-23%
Cc1ccccc1-c1nnc(SCC(=O)N(CC(C)C)c2c(N)n(CC(C)C)c(=O)[nH]c2=O)n1C	-35	-2%	-1%	0%	-5%	-4%	39%
C#CCOCCOCCOCCNc1nc(N2CCOCC2)nc(N2CCN(C(=O)[C@H](CCCCN)n3cc([C@@H](N)CO)nn3)CC2)n1	?	-1%	14%	-3%	-1%	7%	21%
O=C1C2C3C=CC(C3)C2C(=O)N1c1ccc(-c2nc3ccccc3c(=O)o2)cc1 (stereo unspecified)	?	-6%	-1%	0%	-5%	5%	-15%

High-throughput results: PubChem BioAssay, National Center for Advancing Translational Sciences (NCATS)
